Assay outcomes: PubChem, National Center for Advancing Translational Sciences (NCATS)
Vif-APOBEC3F blk – qHTS for Inhibitors of Vif-A3F Interactions: qHTS. HeLa A3F-eYFP + Vif (tagged APOBEC3F with the HIV-1 protein that degrades it), YFP fluorescence increase. hit rate 0.2% among 390,000. Potency, µM (doses to about 46.1 µM), without a hit: top-dose activity, negative = active; further: potency means the concentration at half of the fitted maximal effect; % of control where 0% means no effect; nearly all actives have a fitted effect of over 65% in size
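HeLa cells stably expressing A3F-eYFP plus Vif, plated and incubated overnight at 37 deg C, then exposed to compounds overnight at 37 deg C. Blocked degradation read as raised yellow fluorescence (Ex 488/Em 500-530).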
D1 ag – Allosteric Agonists of the Human D1 Dopamine Receptor: qHTS. HEK293 T-REx D1 cells, calcium flux, agonist mode. activation, % at 2 µM. hit rate 1% among 360,000; in the data active means activation above about 30%; further: 0% is about no effect
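Agonism was scored from calcium flux recorded over 180 s (1 read/s) after pintool compound addition, following a 10-cycle baseline. Cells were inducible force-coupled HEK293 TREx D1, plated overnight at 30 C and loaded with no-wash calcium dye.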
D1 potentiator – Potentiators of Human D1 Dopamine Receptor: qHTS; D(1A) dopamine receptor (Homo sapiens), P21728; HEK293 TREx D1 cells, calcium flux, dopamine EC20 potentiation; potentiation, % at 10 µM; hit rate 0.036% among 360,000; AID 504651, 2011; in the data active means potentiation above about 30%; further: 0% is about no effect
D2 potentiator – HTS Assay for Positive Allosteric Modulators of the Human D2 Dopamine Receptor: Primary Screen for Potentiators; hit rate 0.34% among 340,000; D(2) dopamine receptor (Homo sapiens), P14416; AID 485347, 2010; HEK293 T-REx D2, calcium flux, EC20 dopamine potentiation; potentiation, % at 10 µM;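 active means potentiation over 3 SD above the plate norm, cut at about 30% in these data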; further: 0% is about no effect
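Primary screen. Calcium kinetics in induced HEK293 T-REx D2 cells: compound pre-addition 180 s, EC20 dopamine, 180 s more.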
LDHA inh – qHTS assay for inhibitors of human lactate dehydrogenase; L-lactate dehydrogenase A chain (Homo sapiens), P00338; purified LDHA, NADH/diaphorase-resazurin fluorescence; stronger effect = lower value; activity change, % (values are at about 110 or 230 µM); hit rate 0.15% among 480,000; AID 1347041, 2019; in the data active means activity change below about -30%; inconclusive means mostly about -25% to -30%;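 further: plate controls were DMSO wells for no effect and wells without enzyme for full effect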
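Remaining NADH was detected by diaphorase (0.133 mg/mL) converting 37 µM resazurin to fluorescent resorufin, read at 0 and 20 minutes. The preceding 5-minute room-temperature reaction used 2 nM LDHA, 0.2 mM sodium pyruvate and 0.06 mM NADH at pH 7.4.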
Vif-A3G inh – qHTS for Inhibitors of Vif-A3G Interactions: qHTS; DNA dC->dU-editing enzyme APOBEC-3G (Homo sapiens), Q9HC16; HeLa A3G-eYFP + Vif (tagged APOBEC3G with the HIV-1 protein that degrades it), YFP fluorescence, overnight; Potency, µM (titrated, usually from 46.1 µM), for inactives: at the top dose activity, negative = active, usual class: inhibitors; hit rate 0.076% among 410,000;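 further: potency means the concentration at half of the fitted maximal effect; on the % scale 0 is the no-effect control and ±100 the full control effect; nearly all actives have a fitted effect of over 60% in size; hits raise eYFP signal because A3G escapes Vif-driven loss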
Target sequence (Q9HC16 whole entry, looked up): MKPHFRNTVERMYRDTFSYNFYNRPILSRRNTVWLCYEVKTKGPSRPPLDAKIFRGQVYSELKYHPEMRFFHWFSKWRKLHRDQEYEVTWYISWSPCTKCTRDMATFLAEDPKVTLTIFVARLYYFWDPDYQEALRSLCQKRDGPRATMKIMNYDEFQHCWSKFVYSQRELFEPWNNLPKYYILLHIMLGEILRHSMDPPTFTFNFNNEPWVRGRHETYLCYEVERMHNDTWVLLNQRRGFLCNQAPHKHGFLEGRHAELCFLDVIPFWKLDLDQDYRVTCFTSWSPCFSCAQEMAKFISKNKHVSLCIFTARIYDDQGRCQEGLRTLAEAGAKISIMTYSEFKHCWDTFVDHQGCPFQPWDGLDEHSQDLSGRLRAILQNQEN
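HeLa cells stably expressing Vif and C-terminally eYFP-tagged A3G, seeded overnight at 37 deg C, then exposed to compound by pintool overnight at 37 deg C. Rise in yellow fluorescence (Ex 488/Em 500-530, Acumen) marks blocked Vif-driven A3G degradation.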
D1 antagonist – Antagonist of Human D 1 Dopamine Receptor: qHTS; HEK293 TREx D1 cells, calcium flux, dopamine EC80; stronger effect = lower value; activity change, negative = inhibition, % at 10 µM; hit rate 3.2% among 360,000; AID 504652, 2011; in the data active means activity change below about -30%; further: on the % scale 0 is the no-effect control and ±100 the full control effect
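Compound effects on dopamine-evoked calcium signalling were measured in tetracycline-induced HEK293 Trex D1 cells. Dopamine at EC80 followed a 180 s compound pre-read, and fluorescence was tracked kinetically for 180 s more.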
GRP78 ERSR act – qHTS for Inducers of the Endoplasmic Reticulum Stress Response (ERSR) in Human Glioma: qHTS. U87-MG GRP78 promoter luciferase reporter, 16 h. Potency, µM, without a hit: top-dose activation, hits mostly activators. hit rate 0.02% among 420,000; further: potency means the concentration at half of the fitted maximal effect; series mostly up to about 76 µM; % of control where 0% means no effect; nearly all actives have a fitted effect of over 35% in size
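ERSR induction read as luciferase luminescence (Bright-Glo, 10 min at room temperature) in stably transfected human U87-MG glioma cells exposed to compounds for 16 h, using GRP78 as sensor.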
RXFP1 ag – qHTS Assay for Agonists of the Relaxin Receptor RXFP1. HEK293T-RXFP1 cAMP TR-FRET, 30 min; response scale: percent of porcine relaxin response, buffer zero. Potency, µM (highest dose often 57.5 µM), for inactives: at the top dose activation, actives largely listed as activators. hit rate 0.3% among 370,000; further: potency means the concentration at half of the fitted maximal effect; on the % scale 0 is the no-effect control and ±100 the full control effect; nearly all actives have a fitted effect of over 60% in size; many of its hits are not listed in these tables
Target sequence (Q9HBX9 whole entry, looked up): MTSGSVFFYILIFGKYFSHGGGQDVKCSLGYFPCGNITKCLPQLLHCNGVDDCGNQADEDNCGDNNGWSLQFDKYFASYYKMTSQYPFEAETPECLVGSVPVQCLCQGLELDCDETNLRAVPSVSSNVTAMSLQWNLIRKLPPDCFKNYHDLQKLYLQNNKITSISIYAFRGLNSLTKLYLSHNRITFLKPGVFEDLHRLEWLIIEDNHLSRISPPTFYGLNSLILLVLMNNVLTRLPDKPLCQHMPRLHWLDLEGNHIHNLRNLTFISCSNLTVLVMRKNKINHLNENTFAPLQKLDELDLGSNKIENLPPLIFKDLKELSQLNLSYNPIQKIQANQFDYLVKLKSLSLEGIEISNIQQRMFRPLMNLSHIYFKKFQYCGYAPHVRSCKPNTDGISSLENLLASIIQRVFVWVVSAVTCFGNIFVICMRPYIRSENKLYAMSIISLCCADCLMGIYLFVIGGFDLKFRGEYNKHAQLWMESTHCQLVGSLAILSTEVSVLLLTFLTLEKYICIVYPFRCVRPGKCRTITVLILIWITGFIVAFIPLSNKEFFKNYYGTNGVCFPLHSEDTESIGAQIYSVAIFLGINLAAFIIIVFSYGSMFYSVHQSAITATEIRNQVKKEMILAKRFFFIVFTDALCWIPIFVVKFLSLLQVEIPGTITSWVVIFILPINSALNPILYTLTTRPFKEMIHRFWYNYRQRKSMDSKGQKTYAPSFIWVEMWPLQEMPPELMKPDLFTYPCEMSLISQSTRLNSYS
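cAMP rise read by TR-FRET after 30 min, 37C compound exposure (up to 58 uM) in RXFP1-transfected HEK293 cells with Ro 20174 present. EC50 from Hill-equation fits, with 29 nM porcine relaxin as 100% and buffer as basal.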
* marks the source's active call; other numbers are inactive results; & = joins results of further samples; ! = not active in a repeat. Unless noted, the call rests on the fitted dose curve; in most records, active means well fitted curve in the direction sought with a large enough effect; inconclusive means small, poorly fitted or top-dose-only effect, or another doubt; inactive means no such curve, though single readings can be large; an effect the other way counts as inactive or inconclusive.

What do the screens show for `COC(=O)C1CCN(C(=O)Nc2ccccc2)CC1`?
Vif-APOBEC3F blk: 3%; D1 ag: 8; D2 potentiator: 8; LDHA inh: 1; Vif-A3G inh: 0%; D1 antagonist: 3; GRP78 ERSR act: -2%; RXFP1 ag: 3.4%

What do the screens show for `Cc1cc(Nc2cccc(Cl)c2)nc2ccc(NC(=O)c3cccc(N(C)C)c3)cc12`?
Vif-APOBEC3F blk: 1%; D1 ag: 4; D1 potentiator: 0; D2 potentiator: -4; LDHA inh: -3; Vif-A3G inh: -5%; D1 antagonist: 6; GRP78 ERSR act: 2%; RXFP1 ag: 6.9%

What do the screens show for `CCN(CC)c1ccc(NC(=O)CN2C(=O)NC3(CCc4ccccc43)C2=O)cc1` (centres undefined)?
Vif-APOBEC3F blk: -3%; D1 ag: 3; D1 potentiator: 2; D2 potentiator: -5; LDHA inh: 0; Vif-A3G inh: 0%; D1 antagonist: 28; GRP78 ERSR act: 1%; RXFP1 ag: -0.6%

How did O=C1Nc2ccccc2C1Cc1ccccn1 (centres undefined) do in these assays?
Vif-APOBEC3F blk: inconclusive; D1 ag: 5; D1 potentiator: -1; D2 potentiator: 5; LDHA inh: 5; Vif-A3G inh: 3%; D1 antagonist: -20; GRP78 ERSR act: -4%; RXFP1 ag: -0.2%

Results for CC(C)(C)n1ncc2c(=O)n(CC(=O)NC3CCCCC3)cnc21 ?
D1 ag: 1; D1 potentiator: -1; D2 potentiator: 3; LDHA inh: -6; Vif-A3G inh: -8%; D1 antagonist: -6; GRP78 ERSR act: -5%; RXFP1 ag: -1.3%

Results for Cc1oc2c(CN3CCCC3)c(O)ccc2c(=O)c1Oc1ccccc1Br ?
Vif-APOBEC3F blk: -9%; D1 ag: 8; D1 potentiator: -2; D2 potentiator: -13; LDHA inh: 9; Vif-A3G inh: 0%; D1 antagonist: 24; GRP78 ERSR act: -4%; RXFP1 ag: 7.4%

What do the screens show for `CCCCC(CC)CNC(=O)C1CCC(CNS(=O)(=O)c2cccc3nsnc23)CC1` (centres undefined)?
Vif-APOBEC3F blk: -4%; D1 ag: 9; D1 potentiator: -1; D2 potentiator: 2; LDHA inh: -5; Vif-A3G inh: 0%; D1 antagonist: -9; GRP78 ERSR act: -3%; RXFP1 ag: 1.8%

How did Fc1ccc(NC(=S)NCCc2ccc(Cl)cc2)cc1 do in these assays?
Vif-APOBEC3F blk: -6%; D1 ag: 17; D1 potentiator: -14; D2 potentiator: -2; LDHA inh: -1; Vif-A3G inh: 1%; D1 antagonist: -10; GRP78 ERSR act: 7%; RXFP1 ag: 3.1%

Results for CC(/C=C/c1ccccc1)=N\NC(=O)Cn1nc(C)cc1C ?
Vif-APOBEC3F blk: -27%; D1 ag: 0; D1 potentiator: -4; D2 potentiator: 1; LDHA inh: -2; Vif-A3G inh: -7%; D1 antagonist: -11; GRP78 ERSR act: -2%; RXFP1 ag: -0.5%

Results for CCc1cccc(OCC(=O)Nc2cc(Cl)ccc2-n2cncn2)c1 ?
Vif-APOBEC3F blk: -27%; D1 ag: 3; D1 potentiator: 0; D2 potentiator: 2; LDHA inh: 4; Vif-A3G inh: -7%; D1 antagonist: 0; GRP78 ERSR act: 3%; RXFP1 ag: 0.5%

What do the screens show for `O=C(NCCC(=O)N(Cc1ccco1)Cc1cccs1)c1ccccc1Cl`?
Vif-APOBEC3F blk: -2%; D1 ag: 4; D1 potentiator: -3; D2 potentiator: 1; LDHA inh: 0; Vif-A3G inh: 3%; D1 antagonist: -13; GRP78 ERSR act: -4%; RXFP1 ag: 1.5%

What do the screens show for `Cc1ccc(S(=O)(=O)N(C)C[C@H]2Oc3c(NC(=O)Nc4cccc5ccccc45)cccc3C(=O)N([C@@H](C)CO)C[C@@H]2C)cc1`?
Vif-APOBEC3F blk: 8%; LDHA inh: 8; Vif-A3G inh: -6%; GRP78 ERSR act: -3%

Results for Cc1ccc(S(=O)(=O)N/N=C(\c2ccccc2)c2cccnc2)cc1 ?
Vif-APOBEC3F blk: -3%; D1 ag: 2; D1 potentiator: -1; D2 potentiator: 1; LDHA inh: -10; Vif-A3G inh: -1%; D1 antagonist: -4; GRP78 ERSR act: -5%; RXFP1 ag: 0.8%

How did COc1cc(C2NC(=O)NC(C)=C2C(=O)OC(C)(C)C)ccc1OCC(N)=O (centres undefined) do in these assays?
Vif-APOBEC3F blk: -3%; D1 ag: -1; D1 potentiator: -3; D2 potentiator: -2; LDHA inh: 0; Vif-A3G inh: 0%; D1 antagonist: -24; GRP78 ERSR act: -4%; RXFP1 ag: 2.0%

Results for COC(=O)C1=C(C)N(Cc2ccccc2)C(=NCC(C)C)N[C@H]1c1ccccc1 ?
Vif-APOBEC3F blk: -14%; D1 ag: 40*!; D1 potentiator: -5&-3; LDHA inh: -6; Vif-A3G inh: -3%; D1 antagonist: 2&-8; GRP78 ERSR act: 3%; RXFP1 ag: 1.3%&-0.4%

Results for O=C(CCNc1ccc(Cl)c(C(F)(F)F)c1)c1ccco1 ?
Vif-APOBEC3F blk: 11%; D1 ag: 3; D1 potentiator: -10; D2 potentiator: -2; LDHA inh: -1; Vif-A3G inh: 4%; D1 antagonist: -5; GRP78 ERSR act: -15%; RXFP1 ag: 0.6%

How did O=C(CCSc1ccc(Cl)cc1)N1CCCCCC1 do in these assays?
Vif-APOBEC3F blk: -5%; D1 ag: 6; D1 potentiator: -6; D2 potentiator: 24; LDHA inh: -4; Vif-A3G inh: 1%; D1 antagonist: 23; GRP78 ERSR act: 8%; RXFP1 ag: 1.0%

Results for COc1cc(C(=O)NCCc2c[nH]c3ccccc23)ccc1OCc1c(C)noc1C ?
Vif-APOBEC3F blk: 4%; D1 ag: 3; D1 potentiator: -5; D2 potentiator: -8; LDHA inh: -3; Vif-A3G inh: 3%; D1 antagonist: 14; GRP78 ERSR act: -2%; RXFP1 ag: 1.2%

Results for O=c1oc2cccnc2n1CCS(=O)(=O)c1ccc(F)cc1 ?
Vif-APOBEC3F blk: -7%; D1 ag: 1; D1 potentiator: -2; D2 potentiator: 10; LDHA inh: 1; Vif-A3G inh: -9%; D1 antagonist: -3; GRP78 ERSR act: -3%; RXFP1 ag: 0.0%

How did Cc1cc(C)c(NC(=O)CSc2nc(=O)n3cc(C)ccc3n2)c(C)c1 do in these assays?
Vif-APOBEC3F blk: -11%; D1 ag: 2; D1 potentiator: -6; D2 potentiator: -1; LDHA inh: -12; Vif-A3G inh: 2%; D1 antagonist: 4; GRP78 ERSR act: -3%; RXFP1 ag: 12%

Results for O=C(Cc1ccccc1F)Nc1ccccc1-c1ccccc1 ?
Vif-APOBEC3F blk: 8%; D1 ag: 4; D1 potentiator: -2; D2 potentiator: 5; LDHA inh: -3; Vif-A3G inh: -2%; D1 antagonist: 3; GRP78 ERSR act: 7%; RXFP1 ag: -1.2%

What do the screens show for `Cc1ccc(Cn2c(C)c(CNCc3ccccc3F)c(C(=O)O)c2C)cc1`?
Vif-APOBEC3F blk: 0%; D1 ag: -1; D1 potentiator: -2; D2 potentiator: 3; LDHA inh: -1; Vif-A3G inh: 1%; D1 antagonist: 15; GRP78 ERSR act: -2%; RXFP1 ag: -1.2%

How did S=C(NCc1ccc(Cl)cc1)N1CCN(c2ccccn2)CC1 do in these assays?
Vif-APOBEC3F blk: 12%; D1 ag: 3; D1 potentiator: -8; D2 potentiator: 8; LDHA inh: -2; Vif-A3G inh: 2%; D1 antagonist: -17; GRP78 ERSR act: 0%; RXFP1 ag: -0.1%

How did C=CCOC(=O)C1=C(C)Nc2[nH]c(=O)[nH]c(=O)c2C1c1cccc(OC)c1 (centres undefined) do in these assays?
D1 ag: -2; D1 potentiator: -6; D2 potentiator: -5; D1 antagonist: -3; RXFP1 ag: -0.3%

What do the screens show for `Cn1c(N)c(C(=O)Nc2ccc(-c3ccccc3)cc2)sc1=S`?
Vif-APOBEC3F blk: 2%; D1 ag: 5; D1 potentiator: -3; D2 potentiator: 10; LDHA inh: -6; Vif-A3G inh: 0%; D1 antagonist: -10; GRP78 ERSR act: -6%; RXFP1 ag: 5.4%

How did COCCn1c(=O)[nH]c2cc(C(=O)NCCN3CCN(c4cccc(Cl)c4)CC3)ccc2c1=O do in these assays?
Vif-APOBEC3F blk: 3%; D1 ag: -3; D1 potentiator: -8; D2 potentiator: -4; LDHA inh: 2; Vif-A3G inh: 0%; D1 antagonist: -26; GRP78 ERSR act: -6%; RXFP1 ag: 0.8%

Results for CCOc1ccc(-c2cc(CCCC(=O)NCCc3ccc(OCC)c(OCC)c3)no2)cc1 ?
Vif-APOBEC3F blk: -4%; D1 ag: 9; D1 potentiator: -4; D2 potentiator: 2; LDHA inh: -5; Vif-A3G inh: 1%; D1 antagonist: -33*; GRP78 ERSR act: -9%; RXFP1 ag: 18%

How did Cc1cc(=O)oc2ccc(OC(=O)c3cccc(S(=O)(=O)N4CCOCC4)c3)cc12 do in these assays?
Vif-APOBEC3F blk: 13%; D1 ag: 3; D1 potentiator: 0; D2 potentiator: 9; LDHA inh: -4; Vif-A3G inh: 0%; D1 antagonist: -6; GRP78 ERSR act: 14%; RXFP1 ag: 0.4%

Two compounds picked at random from the list so far:
How did O=C(CCSc1ccc(Cl)cc1)N1CCCCCC1 do in these assays?
Vif-APOBEC3F blk: -5%; D1 ag: 6; D1 potentiator: -6; D2 potentiator: 24; LDHA inh: -4; Vif-A3G inh: 1%; D1 antagonist: 23; GRP78 ERSR act: 8%; RXFP1 ag: 1.0%

How did Fc1ccc(NC(=S)NCCc2ccc(Cl)cc2)cc1 do in these assays?
Vif-APOBEC3F blk: -6%; D1 ag: 17; D1 potentiator: -14; D2 potentiator: -2; LDHA inh: -1; Vif-A3G inh: 1%; D1 antagonist: -10; GRP78 ERSR act: 7%; RXFP1 ag: 3.1%

These rows are one share of the data; the hit share may differ from the screen's.
